Assay outcomes from PubChem.
KOR beta-arrestin-1: KOR agonists, beta-arrestin recruitment, primary screen, cell-based, luminescence, uHTS (AID 1777); Kappa-type opioid receptor (Homo sapiens); KOR beta-arrestin recruitment, luminescence; higher % means a stronger effect; activation, % at 10 µM, or EC50 in µM where a hit was titrated; 280,000 compounds, 0.02% hits; in the data active = activation above about 50%, passing the limit was not always enough; note: a part of the inactive calls stands beside numbers as strong as those of hits
T cell modulator: modulators of CD8 T cell-vesicle binding, primary screen, mouse 2C CD8+ T cells, flow cytometry. 330,000 compounds, 0.068% hits. 2C CD8+ T cell-vesicle binding; active compounds read low. calls only at 7 µM;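 active = response, share of CD8 T cells binding vesicles, and their 90th percentile fluorescence all below set limits, cut at about 80% in these data, passing the limit was not always enough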
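incubation = binding step 1.5 h, 37 °C, antibody labelling 20 min, ice | test system = 2C mouse CD8+ T cells | read-out basis = percent CD8+ FL2 mean versus row control | controls = Peptide-free naked vesicles (low) and QL9 vesicles with 0.7% DMSO vehicle (high) | detection = flow cytometry of vesicle-bound cells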
Myeloid diff 2: induction of myeloid progenitor differentiation, primary screen, cell-based, flow cytometry, MLPCN library | ER-HoxA9 myeloid progenitors, lysozyme-GFP differentiation | 360,000 compounds, 1% hits | calls only at 10 µM | AID 624256, 2012;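 active = normalized GFP-positive differentiation at or above the plate's own cutoff, the solvent-only control mean plus 3 SD; inconclusive = no clear call, values can overlap the other calls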;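 note: cells exposed to compound for four days before flow analysis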
GPR55 antagonists: GPR55 antagonists blocking LPI-driven arrestin recruitment, primary screen, imaging, U2OS, beta-arrestin-GFP, LPI agonist (AID 2013); one-dose inhibition, % at 10 µM; IC50 in µM for titrated hits; G-protein coupled receptor 55 (Homo sapiens); U2OS GPR55 beta-arrestin-GFP translocation imaging, LPI antagonism; higher % means a stronger effect; 290,000 compounds, 0.13% hits;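 active = spots per cell inhibited over 60%, with over 100 cells counted and total cytoplasm intensity under 500,000; inconclusive = wells with under 100 cells, flagged as likely toxic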;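 note: U2OS cells stably carrying GPR55 and arrestin-GFP stimulated by 5 µM LPI near EC80; imaged beta-arrestin-GFP aggregate spots per cell after agonist stimulation; plate controls were LPI-stimulated DMSO wells for no effect and DMSO wells without LPI for full effect; some results filed as inactive read as strong as hits; confirmed hits need IC50 under 10 µM and bright autofluorescent wells are also inconclusive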
KOR beta-arrestin-2: KOR antagonists, beta-arrestin recruitment, cell-based, luminescence, uHTS (AID 1778) | 290,000 compounds, 0.091% hits | one-dose inhibition, % at 10 µM; IC50 in µM for titrated hits | KOR beta-arrestin recruitment, luminescence, antagonist mode; higher % means a stronger effect; note: strong numbers were not always called active
GPR55 activation: GPR55 agonists via beta-arrestin recruitment, primary screen, imaging, U2OS cells, beta-arrestin-GFP redistribution (AID 1961). G-protein coupled receptor 55 (Homo sapiens). U2OS GPR55 beta-arrestin-GFP redistribution imaging; higher % means a stronger effect. activation, % at 10 µM, or EC50 in µM where a hit was titrated. 290,000 compounds, 0.048% hits;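 active = activation above 40% with more than 50 cells counted in the well; inconclusive = wells holding fewer than 50 cells, flagged as toxic or sparse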;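 note: U2OS osteosarcoma cells stably expressing GPR55 and beta-arrestin-GFP; plate controls were DMSO negative control for no effect and LPI positive control for full effect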
NTR1 agonist: agonists of NTR1, primary screen, imaging, U2OS cells, beta-arrestin-GFP, high content (AID 493036). NTR1-U2OS beta-arrestin-GFP spot imaging, agonist mode. 330,000 compounds, 0.17% hits. activation, % at 20 µM. Neurotensin receptor type 1 (Homo sapiens), P30989;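 active = activation at or above 40% of the spot to cytoplasm intensity ratio, with at least 20 cells analyzed; inconclusive = wells under 20 cells, flagged as cytotoxic or low count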;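 note: 0% = DMSO without peptide and 100% = 100 nM NTR1 peptide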
Target sequence (P30989 whole entry, looked up): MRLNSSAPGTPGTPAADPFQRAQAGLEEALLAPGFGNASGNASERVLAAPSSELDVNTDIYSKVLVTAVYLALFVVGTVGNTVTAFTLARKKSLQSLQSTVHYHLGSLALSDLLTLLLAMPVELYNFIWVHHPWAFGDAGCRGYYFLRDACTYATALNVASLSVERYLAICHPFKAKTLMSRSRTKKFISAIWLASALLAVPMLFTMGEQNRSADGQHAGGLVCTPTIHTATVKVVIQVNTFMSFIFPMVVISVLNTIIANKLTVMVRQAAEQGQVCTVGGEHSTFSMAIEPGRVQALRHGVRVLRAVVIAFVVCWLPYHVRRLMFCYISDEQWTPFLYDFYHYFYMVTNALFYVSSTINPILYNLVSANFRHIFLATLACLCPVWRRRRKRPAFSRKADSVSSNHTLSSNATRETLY
NOD2 inhibition: NOD2 signaling inhibitors, cell-based, luminescence, uHTS, HEK293 (AID 1566) | HEK293 NOD2/NF-kB luciferase reporter, luminescence; higher % means a stronger effect | inhibition, % at 4 µM; hits with a dose series show EC50 in µM | 290,000 compounds, 0.63% hits; note: many of its hits are not listed in these tables
NOD1 NF-kB reporter: NOD1 signaling inhibitors, primary screen, cell-based, luminescence, uHTS (AID 1578). NOD1-driven NF-kB luciferase reporter cells, luminescence; higher % means a stronger effect. inhibition, % at 4 µM, or EC50 in µM where a hit was titrated. 290,000 compounds, 1% hits; in the data active = inhibition mostly above about 36%, no sharp cut-off; inactive = mostly below about 34%;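 note: HEK-293T reporter cells stimulated with the NOD1 agonist gamma-tri-DAP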
T cell modulator vesicle-bound %: second read-out of T cell modulator, no call of its own (marks repeat the call); double positive events, %; measured here: CD8+ vesicle-bound cell fraction;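 binding gate set so that unloaded-vesicle control wells show 10% double positive cells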
NTR1 agonist cell count 20 µM: recorded beside NTR1 agonist, whose call it bears; cell count; measured here: cell count, cytotoxicity flag
Myeloid diff 2 GFP+ MAC1+ %: also measured in Myeloid diff 2; calls as there; GFP+ MAC1+ double positive, %; measured here: differentiation confirmed by MAC1 staining
* = called active by the depositor; i = inactive; ? = inconclusive; . = not tested or not shown; [ ] = dose if it differs, or a comment. Cut-off read from the data, not from the text of the source, unless noted: active = inhibition above about 50%; inactive = the rest. The list is partial; rates above refer to the full screens.

SMILES	KOR beta-arrestin-1	T cell modulator	T cell modulator vesicle-bound %	Myeloid diff 2	Myeloid diff 2 GFP+ MAC1+ %	GPR55 antagonists	KOR beta-arrestin-2	GPR55 activation	NTR1 agonist	NTR1 agonist cell count 20 µM	NOD2 inhibition	NOD1 NF-kB reporter
CC(C)c1nnc(NC(=O)CSc2nc3ccccc3[nH]2)s1	-4.4%	i	53	i	0.6	6%	14%	-0.3%	-0.8	48	8%	-43%
CCOC(=O)CNS(=O)(=O)c1ccc(S(=O)(=O)N2CCCC2)cc1	-2.5%	i	36	i	1.5	-1%	16%	0.2%	1.7	45	3%	-11%
CNC(=O)c1ccccc1F	2.1%	i	22	i	0.2	0%	-23%	0.0%	1.4	73	-10%	-8%
C#CCOCCOCCOCCNc1nc(N2CCN(C(=O)C([C@@H](C)CC)n3cc(C(N)CO)nn3)CC2)nc(N2CCN(C(=O)[C@H](CCC(=O)O)n3cc(C(N)[C@H](C)CC)nn3)CC2)n1 (some centres not stated)	.	.	.	.	.	-1%	6%	-0.1%	0.4	58	8%	-4%
O=C(N/N=C/c1cn(Cc2ccccc2)c2ccccc12)c1ccncc1	-0.4%	i	4	i	0.2	-12%	-8%	0.4%	3.8	49	20%	27%
O=c1c(-c2ccco2)[n+]([O-])c2ccccc2n1OCc1c(F)cccc1F	2.1%	i	56	i	0.3	18%	8%	0.3%	-0.3	35	2%	4%
CC(C)COc1ccc(C(=O)NC(Cc2c[nH]c3ccccc23)C(=O)NN)cc1 (configuration not stated)	5.8%	i	13	i	0.9	13%	-14%	1.5%	1.6	55	2%	-10%
O=C(CN1CCN(c2ccccc2O)CC1)NC(=O)NC1CCCC1	-0.4%	i	63	i	0.3	-4%	-53%	0.1%	0.7	41	4%	-43%
COCCNC(=O)C(c1ccc(F)cc1)N(Cc1ccccc1)C(=O)CCC(=O)Nc1ccccn1 (configuration not stated)	-2.3%	i	23	i	1.0	4%	1%	-0.1%	-1.0	49	6%	15%
COc1cccc(C(=O)Nc2c(C(N)=O)oc3ccccc23)c1	3.4%	i	43	i	3.5	9%	3%	-0.3%	3.1	84	4%	-16%
CCC1(c2ccccc2)NC(=O)N(CC(=O)NCc2ccc(C)cc2)C1=O (configuration not stated)	-5.4%	i	53	i	0.7	-2%	3%	0.0%	-1.2	94	8%	-6%
O=C(Nc1ccccc1Cl)NC1CCCCCCC1	1.3%	i	29	i	2.7	22%	6%	-0.1%	2.1	58	-18%	-54%
COc1ccc(NC(=O)CSc2ccc3nnc(CCNC(=O)c4ccccc4)n3n2)cc1	-1.2%	i	65	i	0.3	9%	3%	0.3%	0.6	92	12%	-18%
COc1cccc(C2=NOC(C(=O)NCCN3CCOCC3)C2)c1 (configuration not stated)	4.6%	i	24	i	4.8	11%	-7%	-0.1%	0.8	96	-11%	-17%
Cc1ccccc1Nc1nc(N)nc(COc2ccc(C#N)cc2)n1	-2.6%	i	35	i	1.8	-8%	-8%	0.4%	0.9	44	11%	-38%
CCOC(=O)C1/C(=N\O)CC(C)(O)C(C(=O)OCC)C1c1ccc(N(C)C)cc1 (configuration not stated)	1.3%	i	6	i	1.0	12%	10%	-0.1%	0.8	50	17%	1%
Cn1cc(CNC(=O)c2sc3cccc(Cl)c3c2Cl)cn1	-0.8%	i	26	i	0.8	-18%	-42%	0.6%	-0.3	75	11%	-19%
CC(=O)N1CCc2cc(S(=O)(=O)Nc3cccc(C(F)(F)F)c3)ccc21	-7.3%	i	48	i	3.8	0%	16%	-0.1%	-1.7	88	36%	31%
Cc1cc(C)c2c(c1)C(=O)/C(=C/c1ccc(C(=O)O)cc1)CC2	5.0%	i	29	i	2.1	4%	-48%	0.7%	1.6	50	-126%	-3%
COc1ccc(C(C)C)cc1S(=O)(=O)N1CC(C)OC(C)C1 (configuration not stated)	-2.3%	i	32	i	0.7	12%	-13%	0.6%	1.6	54	18%	-28%

The closing 4 entries of the part above are carried over, then new ones follow.
SMILES	KOR beta-arrestin-1	T cell modulator	T cell modulator vesicle-bound %	Myeloid diff 2	Myeloid diff 2 GFP+ MAC1+ %	GPR55 antagonists	KOR beta-arrestin-2	GPR55 activation	NTR1 agonist	NTR1 agonist cell count 20 µM	NOD2 inhibition	NOD1 NF-kB reporter
Cn1cc(CNC(=O)c2sc3cccc(Cl)c3c2Cl)cn1	-0.8%	i	26	i	0.8	-18%	-42%	0.6%	-0.3	75	11%	-19%
CC(=O)N1CCc2cc(S(=O)(=O)Nc3cccc(C(F)(F)F)c3)ccc21	-7.3%	i	48	i	3.8	0%	16%	-0.1%	-1.7	88	36%	31%
Cc1cc(C)c2c(c1)C(=O)/C(=C/c1ccc(C(=O)O)cc1)CC2	5.0%	i	29	i	2.1	4%	-48%	0.7%	1.6	50	-126%	-3%
COc1ccc(C(C)C)cc1S(=O)(=O)N1CC(C)OC(C)C1 (configuration not stated)	-2.3%	i	32	i	0.7	12%	-13%	0.6%	1.6	54	18%	-28%
Cc1ccc(-n2nc3c(=O)n(CCCC(=O)NCc4ccc(C)o4)nc(C)c3c2C)cc1	-6.0%	i	12	?	.	14%	-31%	0.3%	0.9	51	27%	9%
COC(=O)Cc1ccc2sc(-c3ccccc3)nc2c1	14%	i	30	i	0.6	-4%	-20%	-0.2%	-0.5	53	-56%	7%
CCN(CC)S(=O)(=O)c1cc(NC(=O)COC(=O)CCc2nc3ccccc3s2)ccc1C	0.5%	i	54	i	8.8	8%	28%	-0.2%	0.0	68	-2%	-16%
O=C(CNC(=O)c1ccco1)NCC(=O)OCc1ccc(C(=O)Oc2ccc(Cl)cc2)cc1	4.3%	i	59	i	1.3	11%	-13%	0.4%	1.3	77	9%	-12%
COC(=O)C1=C(C(=O)OC)C(c2ccc(OC)c(OC)c2)c2sc(=O)[nH]c2S1 (configuration not stated)	-3.6%	i	50	i	0.9	4%	16%	0.9%	0.3	74	3%	-17%
Cc1c(Cl)c(=O)oc2cc(OCC(=O)NCc3cccs3)ccc12	-1.6%	i	37	i	0.5	-14%	-8%	0.0%	0.4	81	7%	-16%
c1ccc(Cc2noc(CN3CCN(CCOc4ccccc4)CC3)n2)cc1	-2.3%	i	41	i	0.2	7%	-16%	-0.3%	-0.8	98	5%	-41%
CCc1ccc(NC(=O)C(CC)Sc2nc3cc4c(cc3c(=O)n2Cc2ccco2)OCO4)cc1 (configuration not stated)	2.0%	i	49	i	0.7	18%	-48%	-0.1%	8.5	54	-19%	-76%
Cc1nn(Cc2ccccc2Cl)c2sc(C(=O)Nc3nccs3)cc12	2.7%	i	54	i	0.5	-26%	22%	0.2%	5.4	49	2%	-9%
COc1ccccc1C(O)Cc1nc2ccccc2n1C (configuration not stated)	-4.2%	i	43	i	0.5	-15%	4%	-0.2%	-0.6	53	-2%	-28%
O=C(c1cccs1)N1CCN=C1SCc1ccccc1	-1.1%	i	29	i	1.4	-2%	7%	-0.1%	1.8	49	-12%	-34%
CC(Sc1ccccc1)C(=O)N1CCN(S(=O)(=O)c2cccc(Br)c2)CC1 (configuration not stated)	3.7%	i	32	i	0.0	6%	-38%	-0.4%	-0.4	44	4%	-22%
COc1ccc(N(CC(=O)N2CCc3ccccc3C2)S(C)(=O)=O)cc1	-0.5%	i	23	i	1.0	-5%	16%	-0.1%	2.2	58	-3%	22%
N#Cc1cnc(Nc2nc3ccccc3o2)nc1-c1ccccc1	-1.0%	i	12	i	2.1	-3%	-37%	-0.1%	0.3	68	-3%	-26%
COc1ccc(OC)c(/C=C/C(=O)NC2=NCCS2)c1	-2.9%	i	1	i	0.2	-9%	-16%	0.3%	0.1	51	9%	-36%
CCC(C(=O)N1CCC(N2CCCCC2)CC1)n1nc(C)c2sc3ccccc3c2c1=O (configuration not stated)	1.3%	i	26	i	1.6	66%	-30%	0.0%	-1.1	53	-9%	-10%
COc1c(Cl)cc(Br)c(OC)c1C(=O)NC(=O)Nc1nc(C)cc(C)n1	-2.6%	i	28	i	0.6	-8%	2%	0.6%	1.5	44	15%	6%
CN1CCN(C(=O)C2CCCN(c3ncnc4c3nc3n4CCCCC3)C2)CC1 (configuration not stated)	-1.3%	i	14	i	0.4	11%	10%	0.2%	-0.1	61	18%	-16%
COc1ccc(NC(=O)CSc2ccccn2)c([N+](=O)[O-])c1	2.3%	i	14	i	0.2	-11%	-4%	-0.1%	0.2	59	-20%	-14%
CN(C)S(=O)(=O)c1ccc(NC=O)cc1	-11%	i	46	i	0.3	13%	-11%[20 µM]	-0.1%	1.0	38	18%	-19%
CC(C)(C)C(=O)NC(=S)Nc1ccccc1N1CCCC1	-7.1%	i	58	i	0.1	-5%	-5%[20 µM]	-0.1%	-0.5	94	-5%	3%
Cc1cccc(NC(=O)NCCc2c[nH]c3ccccc23)c1	-2.0%	i	32	i	0.2	.	18%	-0.1%	-1.2	101	12%	29%
O=C(O)C1CC(O)CN1C(=S)Nc1ccccc1 (configuration not stated)	.	i	21	i	0.3	2%	4%[20 µM]	0.1%	-0.6	41	11%	-38%
CCCCn1nnc(NC(=O)COc2cc(C)ccc2C(C)C)n1	-1.9%	i	39	i	1.1	7%	13%	-0.1%	2.4	46	8%	-21%
CCOC(=O)c1ccc(N=Cc2nc(-c3ccccc3)oc2OC(C)=O)cc1	-2.8%	i	31	i	0.4	8%	13%	-0.1%	-1.6	86	-5%	-4%
Cc1cc(C)cc(N(CC(=O)NC2CCCC2)C(=O)c2csnn2)c1	1.1%	i	51	i	0.5	-1%	-36%	0.0%	-1.3	59	-5%	-16%
COc1ccc2c(ccc[n+]2CC(=O)c2ccccc2)c1	-5.4%	i	52	i	0.4	9%	2%[20 µM]	-0.3%	-2.5	53	-10%	3%
COc1ccc(-c2nnc(-c3ccc(N(C)C)cc3)o2)cc1	-4.0%	i	10	i	8.7	16%	-9%	-0.4%	3.5	77	-35%	-11%
